M1 ag: activates the M1 muscarinic receptor; 64,000 tested, 3% active; B-score at 10 µM; CHO-M1 cells, Fluo-4 calcium fluorescence, agonist mode; hits give high values; AID 626;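 active means fluorescence rise, raw or as B-score row- and column-corrected plate score, outside the 99.7% band of its plate's samples, either direction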
M1 antag: antagonists of rat M1 muscarinic receptor. P08482. CHO-M1 cells, Fluo-4 calcium, ACh EC80 antagonist mode; hits give low values. B-score at 10 µM. 64,000 tested, 3.4% active. AID 628;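 active means calcium fluorescence response, raw or row-and-column corrected B-score, differing from the plate sample mean either way at a set confidence level, mostly lower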
Target sequence (P08482 whole entry, looked up): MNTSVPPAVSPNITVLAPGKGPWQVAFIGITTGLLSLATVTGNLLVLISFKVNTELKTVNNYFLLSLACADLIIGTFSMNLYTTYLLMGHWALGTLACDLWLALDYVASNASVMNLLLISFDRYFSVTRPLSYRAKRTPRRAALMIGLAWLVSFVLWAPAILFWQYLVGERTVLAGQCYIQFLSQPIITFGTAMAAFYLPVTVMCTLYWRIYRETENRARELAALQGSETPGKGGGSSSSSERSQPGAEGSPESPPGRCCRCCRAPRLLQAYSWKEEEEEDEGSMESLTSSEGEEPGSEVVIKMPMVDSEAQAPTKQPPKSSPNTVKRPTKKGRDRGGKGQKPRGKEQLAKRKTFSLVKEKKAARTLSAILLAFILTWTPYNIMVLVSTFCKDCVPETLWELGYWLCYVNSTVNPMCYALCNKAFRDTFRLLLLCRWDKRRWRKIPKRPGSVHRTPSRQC
Jurkat tox 60K: reduces viability or proliferation of Jurkat cells; Jurkat E6.1 viability, ATP luminescence, 48 h; inhibition, % at 4 µM; 56,000 tested, 1.2% active; AID 463;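 active means inhibition above the mean inhibition of all tested compounds plus 3 SD, cut at about 28% in these data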
TNAP act mid DEA: activates human TNAP at intermediate phosphate acceptor concentration. P05186. purified TNAP, CDP-star luminescence, 100 mM DEA, 30 min; hits give high values; scale: 0 levamisole-inhibited, 1 vehicle-only enzyme. activation factor at 20 µM. 64,000 tested, under 10 active. AID 813;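 active means activation factor of at least 2 at 20 µM, relative to controls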
SF-1 act: SF-1 (human) activation | Q13285 | CHO-K1 Gal4-SF-1 LBD luciferase reporter; % increase over DMSO SF-1-specific signal | activation, % at 10 µM | 65,000 tested, 1.9% active;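 active means activation above the mean activation of all tested compounds plus 3 SD, cut at about 50% in these data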
Target sequence (Q13285 whole entry, looked up, the tested form may be a part): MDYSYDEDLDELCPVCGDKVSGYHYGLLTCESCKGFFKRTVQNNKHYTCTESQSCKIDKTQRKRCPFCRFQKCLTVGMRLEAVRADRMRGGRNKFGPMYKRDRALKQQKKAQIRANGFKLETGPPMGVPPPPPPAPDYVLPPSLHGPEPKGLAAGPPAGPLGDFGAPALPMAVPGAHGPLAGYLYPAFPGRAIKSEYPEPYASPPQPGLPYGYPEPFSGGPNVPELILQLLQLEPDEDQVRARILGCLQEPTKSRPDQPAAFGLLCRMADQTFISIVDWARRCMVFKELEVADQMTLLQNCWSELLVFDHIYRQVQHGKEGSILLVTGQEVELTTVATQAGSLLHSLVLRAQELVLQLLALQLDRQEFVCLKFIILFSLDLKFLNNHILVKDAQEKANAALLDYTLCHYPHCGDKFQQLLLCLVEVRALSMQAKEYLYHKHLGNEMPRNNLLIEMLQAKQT
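Material: Gal4–SF-1 LBD one-hybrid luciferase reporter in CHO-K1 cells | Amount: 4,000 cells per well | Compound dosing: 10 µM single point, 1% DMSO | Schedule: 20 h compound treatment, 37 °C | Measured by: SteadyLite luciferase luminescence | Evaluation: Percent activation versus DMSO | Control set: DMSO-treated SF-1-transfected cells as negative, DMSO-treated mock-transfected cells lacking SF-1 as background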
D1 mod: allosterically modulates the human D1 dopamine receptor | P21728 | HEK293 D1, CRE-luciferase, dopamine EC30 potentiation; actives deviate in either direction | B-score at 10 µM | 58,000 tested, 5.9% active | AID 641;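 active means luminescence count or its row- and column-corrected plate score outside the 99.7% band of the plate's sample wells, on either side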
NADH coupling: inhibitors of enzymes used to reach an NAD/NADH endpoint. coupled PK/LDH NADH assays, four targets. IC50, µM (top dose mostly 10 µM), without a hit: at the highest dose inhibition. 65,000 tested, 0.02% active. AID 774;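 active means single-dose screening hits from any of four coupled enzyme assays that gave an IC50 when retested across doses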;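 further: the DPM-DC format reads NADH fluorescence rather than 340 nm absorbance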
HEK293 NFkB inh: lowers PMA/ionomycin-induced NF-kB signal in HEK293 cells | HEK-293 NF-kB luciferase reporter, luminescence | inhibition, % at 3 µM | 62,000 tested, 0.21% active | AID 465;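 active means inhibition above the mean of all tested compounds plus 3 SD, cut at about 40% in these data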;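 further: 0% = stimulated DMSO wells and 100% = 10 µM reference inhibitor 5653914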
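System: NF-kB luciferase reporter HEK-293 cells | Replication: Single test | Control set: DMSO vs reference inhibitor | Evaluation: % inhibition | Schedule: 1 h pretreatment, 16 h stimulation, 37 °C | Probe or stimulus: PMA with ionomycin | Compound dosing: One dose, 3 µM | Detection: Luciferase luminescence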
tolC growth inh: blocks growth of E. coli BW25113 tolC mutant; OD615; growth inhibition, % at 10 µM (by protocol); 65,000 tested, 2.2% active;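 active means growth inhibition at or above a cutoff equal to the mean over every tested compound plus 3 SD, cut at about 60% in these data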;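 further: growth measured after 20 h incubation at 37 °C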
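Material: E. coli BW25113 ΔtolC::kan, tolC deletion mutant strain. Measure: percent growth inhibition. Schedule: 37 °C, 20 h exposure. Doses: single-point testing at 10 µM. Signal: A615 absorbance measurement. Buffer or medium: kanamycin-containing LB broth (50 µg/mL).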
* hit, by the source's call; nt = no result given; [ ] = dose if it differs, or a comment.

SMILES	M1 ag	M1 antag	Jurkat tox 60K	TNAP act mid DEA	SF-1 act	D1 mod	NADH coupling	HEK293 NFkB inh	tolC growth inh
COc1ccc(NC(=O)CN(C)S(=O)(=O)c2cccs2)cc1	0.19	-0.31	8	0.9	22	-0.0029	8%	8	-11
CC(C)n1c(SCc2cc(=O)[nH]c3ccccc23)nc2c1c(=O)n(C)c(=O)n2C	0.11	0.24	-1	0.9	7	-0.22	5%	22	-9
CC(NCC1(N2CCOCC2)CCCCC1)C(=O)N1CCc2ccccc21 (configuration not stated)	0.54	0.0036	0	1	8	-0.037	17%	12	-9
CCn1nnc(NC(=O)C(C)Oc2ccc(Cl)cc2Cl)n1 (configuration not stated)	0.61	-0.34	2	0.9	-11	0.29	12%	0	14
COC(=O)c1cc(CC(=O)c2ccc(O)cc2O)c(C)o1	-0.085	0.71	-1	0.9	-2	nt	11%	2	36
COc1ccccc1-n1c(CNC(=O)c2ccc(S(=O)(=O)N3CCOCC3)cc2)n[nH]c1=S	0.22	-0.64	nt	0.8	-15	nt	2%	8	-13
Cc1cccc(C(=O)Nc2ccc(O)cc2)c1	-0.34	0.78	0	1.1	19	-0.81	5%	-3	-21
COc1ccc(CCNC(=O)CSc2nnc(-c3ccccc3)o2)cc1OC	-0.75	0.43	2	1	1	0.42	6%	10	-15
CCOC(=O)c1sc2nc(NC(=O)COc3ccccc3)sc2c1C	1.7	0.27	2	1	16	1.3	1%	17	15
O=C(CN1CCN(S(=O)(=O)c2ccc(F)cc2)CC1)Nc1ccc(Cl)c(C(F)(F)F)c1	-0.0014	0.049	1	0.9	-15	nt	5%	3	64*
Cc1oc(C(=O)O)cc1CSCc1ccoc1C(=O)O	-0.12	0.61	3	0.9	6	0.91	3%	-6	-24
CS(=O)(=O)NCCOc1ccc(S(=O)(=O)N2CCCc3ccccc32)cc1	-0.39	-1.5	3	1	-4	0.43	0%	20	16
CCOc1ccc(C2CC(c3ccc(CC)cc3)n3nc(N)nc3N2)cc1 (configuration not stated)	0.12	-0.054	-2	1	-7	0.081	5%	11	25
CC1=C(C(=O)OC(C)C)C(c2c(O)ccc3ccccc23)NC(=O)N1 (configuration not stated)	-0.18	-0.84	-4	1	22	0.96	4%	16	-2
CCC(=O)Nc1ccc(S(=O)(=O)Nc2cccc(C)c2)cc1OC	-0.31	0.13	9	0.9	2	-0.044	5%	5	9
COc1ccc(NC(=O)CSc2nc3ccccc3c(=O)n2CCNC(C)=O)cc1	-1.9	0.19	-14	1	-11	0.89	6%	4	-11
COc1cc(C(=O)Nc2nnc(-c3sccc3C)s2)cc(OC)c1OC	0.98	0.44	-3	0.9	-6	0.032	7%	-2	-16
CC(C)CC(=O)N1CCN(C(=O)CCC2CCCC2)CC1	-0.41	0.17	-6	0.8	-8	0.64	3%	7	-2
CCC1(C)Cc2c(sc3nc4n(c(=O)c23)CCS4)CO1 (configuration not stated)	-0.11	0.23	nt	0.9	-6	nt	1%	nt	6
N=c1c2c(n(Cc3ccccc3)c3c1CCC3)CCC2	-0.2	-1.4	64*	0.9	1	-1.9	4%	7	44
O=P(CCNCc1ccco1)(c1ccccc1)c1ccccc1	-0.33	0.47	5	0.9	4	0.14	0%	15	-8
CCc1cc2c(=O)c(-n3cnc4ccccc43)coc2cc1O	-0.75	0.3	-3	0.9	6	0.003	8%[fluoresces]	21	36
Clc1ccccc1-c1ccc(/C=N/n2cnnc2)o1	0.75	-0.024	2	1	-1	-1.9	15%	8	7
N#Cc1cccc(-c2cn(S(=O)(=O)c3ccc(Cl)cc3)nc2N)c1	-1.4	1.2	0	0.9	7	-0.65	5%	8	0
O=C1NC2(Nc3ccccc31)C(=O)Nc1ccccc12 (configuration not stated)	-0.21	0.028	-3	0.9	-3	nt	5%	4	-3
COCCNC(=O)COc1cccc(Oc2ccccc2)c1	0.0043	1	-4	0.9	-9	-1.6	7%	11	6
CCCc1cc(=O)oc2cc(OCC(=O)N(C)C)c(Cl)cc12	-0.48	-0.3	nt	0.9	6	nt	4%	15	-12
Cc1ccc2c(c1)nnn2C1CCN(CC(=O)Nc2ccc3c(c2)OCCO3)CC1	-0.24	-0.21	0	1	-2	-0.0057	4%	24	15
O=C(NCC1CCCO1)C1CCN(S(=O)(=O)Cc2ccccc2)CC1 (configuration not stated)	-0.44	0.97	-4	1	-6	-0.99	7%	4	-14
CCOc1cccc(/C(O)=C2/C(=O)C(=O)N(CCOC)C2c2ccco2)c1 (configuration not stated)	0.09	-0.31	nt	1	-13	-0.78	6%	8	-7
CCCCn1c(SCC(=O)Nc2cc(C)on2)nc2ccsc2c1=O	-0.12	1.3	nt	1	-14	1.7	4%	22	-16
C(=N\n1cnnc1)/c1cccc2ccccc12	-0.024	-0.21	1	1	-10	2	8%	13	5
O=C(NCCN1CCCC1)C1COc2ccccc2O1 (configuration not stated)	0.24	-0.12	nt	0.9	0	0.047	1%	11	-17
O=C(O)c1ccc(NS(=O)(=O)c2cc(Cl)ccc2Cl)cc1	0.45	-0.35	0	0.9	-3	-0.48	2%	20	23
COc1ccc(NC(=O)C2CC2)cc1-n1cnnn1	0.012	0.0068	10	1	-3	0.26	2%	7	-11
CCCOC(=O)C1=C(C)NC2=C(C(=O)C(C(=O)OC)C(C)C2)C1c1ccc(N(CC)CC)cc1 (configuration not stated)	2.2	1	nt	1	-2	-1	7%	14	38
O=C(NC1CCCc2ccccc21)C1CCN(C(=O)c2sccc2-n2cccc2)CC1 (configuration not stated)	0.44	0.12	-7	1	-17	-0.00092	5%	10	4
Cc1ccc(/C=C/C2=Cc3c(sc(NC(=O)CSc4n[nH]c(N)n4)c3C#N)C(C)(C)C2)o1	-2.2	-0.044	-3	0.9	2	0.0078	9%	5	2
Cc1nc(NCCN)c(C#N)c2c1COC(C)(C)C2	0.79	0.61	nt	0.9	17	nt	17%	nt	16
CC(NS(C)(=O)=O)C(c1cccs1)N1CCN(c2ccccc2)CC1 (configuration not stated)	0.12	0	nt	nt	-1	nt	3%	17	3
Cc1cccc(OCC(=O)N2CCC(c3ccccc3)C2)c1 (configuration not stated)	0.002	-0.99	-2	0.8	44	-0.21	1%	-24	0
O=C1CCC(=O)N1c1ccc(CSc2nc3ccccc3[nH]2)cc1	-1.6	-1.2	-1	0.9	38	-1	6%	-6	2
CCOc1ccc(N(CC(=O)NCc2ccccc2)S(=O)(=O)c2c(C)noc2C)cc1	-0.14	-1.2	-1	1.1	-12	-0.02	7%	5	1
CCOc1ccc(S(=O)(=O)Nc2cc(OC)ccc2OC)cc1	0.36	-0.87	96*	0.9	-28	4.5*	3%	33	23
CCCCn1c(-c2ccsc2)nc2c1c(=O)[nH]c(=O)n2CCC	0.052	-0.033	3	0.9	-9	0.2	5%	21	0
Cc1ccc(-c2noc(CN(C(=O)CCN3C(=O)c4ccccc4C3=O)C(C)C)n2)cc1	-0.75	-0.5	0	1	1	0.099	5%	23	8
CCC(CC)C(=O)NCCc1cc2ccc(C)cc2[nH]c1=O	-0.19	0.26	5	0.9	-4	-0.028	3%	21	-2
CCC(=O)Nc1c2c(nc3c1CCC3)CCCC2	-0.8	-0.072	-2	0.9	-3	nt	4%	11	-15
CCc1c(C)nc2ncnn2c1N1CCCC(C(=O)NCc2ccco2)C1 (configuration not stated)	2.8*	-4.5*	nt	1	-3	0.99	4%	0	-2
CN(C)S(=O)(=O)c1ccc(S(=O)(=O)N(Cc2ccco2)Cc2ccccc2Cl)cc1	-0.31	0.16	3	1	-4	0.58	5%	1	-17
COc1ccccc1NC(=O)CSc1nnc(-c2ccoc2C)n1CCc1ccccc1	0.46	-0.76	3	0.9	-3	0.084	7%	14	31
N#Cc1ccc(Oc2ccc(C(N)=O)cc2)cc1C#N	-0.4	0.084	nt	0.9	-2	1.8	2%	8	-3
COc1ccc(NC(=O)Nc2ccc3nccnc3c2)cc1	4.5	-1.5	6	0.9	51*	-1.8	4%	-41	2
Cc1sc2ncnc(OCC(=O)NCc3cccs3)c2c1C	0.52	0.072	-2	1	0	0.34	8%	8	-3
CN=c1oc2ccc(Cl)cc2cc1C(N)=O	-0.16	1	2	0.8	2	0.19	7%	8	-10
Cc1c(Cl)cccc1Nc1nc(N)nc(CSc2ncccn2)n1	-0.012	-1.1	0	0.9	25	0.32	5%	4	15
Nc1c(C(=O)NCc2cccnc2)sc(=S)n1-c1ccccc1	0.54	0.067	-8	0.9	-8	nt	7%	6	-12
CCOC(=O)c1cnc2scnn2c1=O	-0.03	-0.14	-2	0.9	-3	-0.44	5%	21	-12
O=C(c1ccc(Nc2cccc(C(F)(F)F)c2)nc1)N1CCCC1	-0.61	0.33	1	0.9	-1	0.59	9%	0	12
CCCCOc1ccc(CNn2c(C)nc3ccccc3c2=O)cc1	-0.48	0.0013	-3	0.8	-21	nt	8%	8	-4

(next part)
SMILES	M1 ag	M1 antag	Jurkat tox 60K	TNAP act mid DEA	SF-1 act	D1 mod	NADH coupling	HEK293 NFkB inh	tolC growth inh
CCOC(=O)C1CN(c2cc3c(cc2F)c(=O)c(C(=O)O)cn3CC)OC1C(=O)OCC (configuration not stated)	-0.34	0.14	0	0.9	0	0.46	5%	8	98*
Cc1ccc(-c2csc3ncn(/N=C/N(C)C)c(=O)c23)o1	0.32	1.2	-8	0.9	-1	0.2	5%	10	-13
COc1ccccc1NS(=O)(=O)c1ccc(NC(=O)c2nc3ncccn3n2)cc1	-0.6	0.037	-8	0.9	22	-0.5	4%	-7	23
Cn1c(=O)c(C#N)c(-c2ccccc2)n2cnnc12	0.016	0.18	-3	1	28	0.026	6%	17	-39
COc1cccc(/C=N/n2c(CO)nc3ccccc32)c1OC	0.21	-0.33	6	1	-13	0.6	5%	-6	5
Cc1ccc(-c2nsc3c(N4CCC(C(N)=O)CC4)ncnc23)cc1	-0.18	-0.39	0	0.9	-49	nt	3%	42*	18
CCc1nc2n[nH]c(N)c2c2c1CCCC2	0.36	1.2	nt	1	12	nt	3%	nt	9
CN(C)CCCCCNCCCNC(=O)/C=N\O	0.23	-0.87	4	0.9	-1	nt	0%	8	-3

Profiles, quoted from the list. Values in the order: M1 ag	M1 antag	Jurkat tox 60K	TNAP act mid DEA	SF-1 act	D1 mod	NADH coupling	HEK293 NFkB inh	tolC growth inh
`COc1ccccc1NS(=O)(=O)c1ccc(NC(=O)c2nc3ncccn3n2)cc1` as listed: -0.6	0.037	-8	0.9	22	-0.5	4%	-7	23
`CCc1nc2n[nH]c(N)c2c2c1CCCC2` as listed: 0.36	1.2	nt	1	12	nt	3%	nt	9
`Cn1c(=O)c(C#N)c(-c2ccccc2)n2cnnc12` as listed: 0.016	0.18	-3	1	28	0.026	6%	17	-39
`COc1cccc(/C=N/n2c(CO)nc3ccccc32)c1OC` as listed: 0.21	-0.33	6	1	-13	0.6	5%	-6	5
`Cc1ccc(-c2csc3ncn(/N=C/N(C)C)c(=O)c23)o1` as listed: 0.32	1.2	-8	0.9	-1	0.2	5%	10	-13

Source: PubChem BioAssay
